Cneo AK release – Cryptococcus neoformans cell lysis inducers, primary screen, AK release luminescence, single concentration; actives 0.2% (n = 360,000); lysis activity, % at 15 µM; C. neoformans lysis, adenylate kinase release luminescence, 4 h; normalised: neutral wells 0, clomiphene wells 100;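 active means mean lysis activity across replicates of at least 80%, whatever share of replicates individually reach that level; inactive means mean lysis activity below 80%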
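Test system: log-phase Cryptococcus neoformans yeast cells; Quantity: yeast cell density of 5 × 10^6 cells/mL; Buffer or medium: YPD; Doses: single compound concentration per well; Timing: 4 h at 37 °C static, read 1 h later; Measured by: AK luminescence; Read-out basis: lysis from increased AK signal; Control set: Clomiphene as positive control.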
LGR2 inh – inhibitors of bursicon-induced LGR2 CRE-luciferase signal, primary screen, cell-based, HEK293, CRE-luciferase reporter, bursicon stimulation; Drosophila bursicon receptor LGR2 (rickets); inhibition, % at 9.99 µM; bursicon-stimulated, 4 h; AID 720647, 2013; actives 0.35% (n = 380,000);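 active means drop in luminescence signal, shown as inhibition above about 50% in the replicate tests, limit read from the data, passing the limit was not always enough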;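 further: agonist challenge used bursicon conditioned medium at about half maximal strength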
PGC1a acetyl inh – inhibitors of PGC1a acetylation signal, primary screen, cell-based, U2OS, AlphaScreen, inhibitor mode | AlphaScreen anti-acetyl-lysine; with virally co-expressed GCN5 acetyltransferase | inhibition, % at 15.6 µM | actives 0.17% (n = 350,000);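 active means every replicate shows inhibition of at least 40%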;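 further: 0% = neutral control wells and 100% = positive control wells; some results beyond the cut were filed as inactive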
XiGFP reactiv – activators of inactive X chromosome reactivation, primary screen, imaging, XiGFP fibroblasts, GFP high-content imaging, set 2. activation, % at 7.58 µM. XiGFP mouse fibroblasts, % GFP-positive cells imaging, 3 d; cells co-treated with 5-aza-dC sensitizer; scaled so ellipticine positive control = 100%. actives 0.055% (n = 360,000);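 active means mean normalized replicate activation at least 10% and every replicate at or above 10%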;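 further: 0% = median of on-plate neutral control wells and 100% = ellipticine 6 µM median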
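Material: SV40-immortalized XiGFP fibroblast cells, line 68-5-11 | Buffer or medium: DMEM containing 5-aza-dC | Dosing: One concentration, pinned | Times: 3 d treatment, 15 min room-temperature fixation | Controls: Ellipticine 6 µM positive control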
S100A4 inh HTS – inhibitors of S100A4-myosin IIA peptide binding, primary screen, biochemical, fluorescence polarization, TAMRA-MyoIIA peptide; AID 652163, 2013; inhibition, % at 10.7 µM; Protein S100-A4 (Homo sapiens), P26447; actives 0.14% (n = 360,000);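 active means mean inhibition of at least 70% across replicates, with every replicate also reaching that level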
Target sequence (P26447 whole entry, looked up): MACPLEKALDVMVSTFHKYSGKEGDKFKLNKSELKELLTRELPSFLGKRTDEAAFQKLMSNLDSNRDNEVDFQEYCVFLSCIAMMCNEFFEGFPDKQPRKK
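Material: S100A4 monomer protein | Medium: HEPES pH 7.2 with CaCl2, KCl, NaCl, DTT, Triton | Reagent: Labelled myosin peptide probe, 5 nM | Doses: One dose per compound | Times: 5 min incubation before reading | Benchmarks: Neutral control DMSO, positive control TFP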
C2C12 statin – suppressors of statin myotoxicity in C2C12 myotubes, primary screen, cell-based, single point, plate reader. rescue of ATP level, % at 7.49 µM. C2C12 myotubes + simvastatin, ATP luminescence, 48 h; scaled: DMSO 0, geranylgeraniol control 100. actives 0.78% (n = 330,000). AID 602340, 2012;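 active means mean ATP rescue above about 67%, or every replicate alone reaching that limit, limit read from the data, passing the limit was not always enough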;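 further: myotubes were challenged with 10 µM simvastatin during compound exposure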
ERAP1 inh – human ERAP1 aminopeptidase inhibitors, primary screen, biochemical, single point, plate reader; actives 0.15% (n = 340,000); recombinant ERAP1, Leu-AMC fluorescence, 60 min; inhibition, % at 10.7 µM;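 active means mean replicate inhibition of at least 30%, or all replicates individually reaching that 30% level; inactive means mean below 30% and not every replicate reaching it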;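 further: 0% = neutral control wells and 100% = L-leucinethiol positive control wells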
SIRT5 inh – SIRT5 desuccinylase inhibitors, primary screen, biochemical, fluorescence imaging, single point, set 5. actives 1.1% (n = 330,000). Purified SirT5, succinyl-peptide AMC, trypsin-coupled fluorescence. inhibition, % at 15 µM. NAD-dependent protein deacylase sirtuin-5, mitochondrial (Homo sapiens), Q9NXA8; in the data active means inhibition above about 15%
Target sequence (Q9NXA8 whole entry, looked up): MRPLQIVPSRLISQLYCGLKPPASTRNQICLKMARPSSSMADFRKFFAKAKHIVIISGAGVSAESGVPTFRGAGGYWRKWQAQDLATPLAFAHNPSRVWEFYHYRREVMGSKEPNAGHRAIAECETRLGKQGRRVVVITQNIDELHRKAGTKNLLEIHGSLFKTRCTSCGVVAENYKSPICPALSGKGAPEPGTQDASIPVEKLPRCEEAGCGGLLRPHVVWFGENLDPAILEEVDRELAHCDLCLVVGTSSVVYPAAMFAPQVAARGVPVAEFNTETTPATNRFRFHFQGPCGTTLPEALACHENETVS
* = called active by the depositor; x = not tested or not shown. An excerpt; rates above refer to the full screens.

SMILES | Cneo AK release | LGR2 inh | PGC1a acetyl inh | XiGFP reactiv | S100A4 inh HTS | C2C12 statin | ERAP1 inh | SIRT5 inh
COC(=O)C(Cc1ccc(O)cc1)NC(=O)c1ccccc1 (configuration not stated) | 0 | -36 | -5 | x | x | 0 | x | x
O=C1Nc2ccc(Br)cc2C12NNc1ccccc1O2 (configuration not stated) | -3 | -18 | -3 | 1.1 | -2 | 8 | -1 | x
C[C@@H]1CCCCO[C@H](CN(C)C(=O)Nc2ccccc2)[C@@H](C)CN([C@@H](C)CO)C(=O)c2cc(NC(=O)Cc3ccccc3)ccc2O1 | -5 | 3 | -1 | 0.2 | -6 | x | 1 | -5
COC(=O)c1ccc(NC(=O)Cc2ccc(F)cc2)cc1 | 0 | -3 | -2 | 0.0 | 0 | 9 | 0 | -3
Cc1ccc(S(=O)(=O)NCC(=O)N(CC(=O)NC2CCCCC2)CC2CCCO2)cc1 (configuration not stated) | -2 | 0 | 0 | x | x | -1 | x | x
CC(=O)C(=Nc1cccc(Cl)c1)NNc1ccccc1C | x | 18 | x | -0.2 | -7 | x | -4 | -4
C[C@H](CO)N1C[C@H](C)[C@@H](CN(C)Cc2ccc(C(=O)O)cc2)OCCCC[C@H](C)Oc2ccc(NS(=O)(=O)c3ccc(Cl)cc3)cc2C1=O | 0 | -1 | -2 | 0.0 | -5 | x | 2 | -3
CC(=O)Nc1nc(CCN2C(=O)c3ccccc3C2=O)cs1 | x | 13 | 5 | 0.1 | -2 | x | 2 | 0
Cn1cccc1C(=O)NNC(=O)COc1ccc(C#N)cc1 | -1 | 6 | -2 | 0.0 | 5 | 8 | 1 | 0
O=C(O)CC/C(=N\Nc1ccc(Cl)cc1)c1cccs1 | -1 | -27 | 5 | 0.0 | -2 | 28 | 0 | 1
Nn1cnc2cc3ccccc3cc2c1=O | 0 | -7 | -7 | 0.2 | -2 | 19 | 2 | -2
O=C(N[C@@H](Cc1cccnc1)C(=O)N1CCC[C@H]1C(=O)NC1CCCC1)c1ccc(Cl)c(Cl)c1 | x | 18 | x | 0.4 | 0 | x | -3 | 6
CCCNC(=O)N1C[C@H]2[C@@H](c3ccccc31)[C@@H](CO)N2Cc1ccc2c(c1)OCO2 | 2 | -11 | -12 | 0.2 | -13 | 0 | 0 | 5
CC(O)c1nc2ccccc2n1CC(=O)N1CCN(c2ccccc2)CC1 (configuration not stated) | 3 | -16 | -7 | 0.2 | -3 | 4 | -2 | 1
O=C(CSc1n[nH]c(=O)n1-c1ccccc1)N1CCOCC1 | 1 | 27 | x | 0.0 | 4 | 5 | 3 | -2
C[C@@H]1CN([C@H](C)CO)C(=O)Cc2cc(NS(=O)(=O)c3cccs3)ccc2O[C@@H]1CN(C)S(=O)(=O)c1cccs1 | x | 0 | 3 | -0.4 | x | 23 | x | x
Nc1cc(N)nc(CS)n1 | -2 | -2 | 6 | 0.0 | -1 | -6 | x | -3
COc1ccc(N2CCN(C(=O)CN(Cc3ccc(Cl)cc3)S(C)(=O)=O)CC2)cc1 | 3 | 5 | 11 | x | x | -3 | x | x
COc1cc(OC)cc(N2CC(C)(C)C2=O)c1 | x | 10 | 4 | 0.3 | 4 | x | 1 | -3
Cc1ccc(N(C)C(=O)N2CCN(S(=O)(=O)c3ccc(C)c(C)c3)CC2)cc1 | 0 | -8 | 0 | x | x | -18 | x | x

Grouped by structure: the entries above with a thiophene ring, fused or not (2)
SMILES | Cneo AK release | LGR2 inh | PGC1a acetyl inh | XiGFP reactiv | S100A4 inh HTS | C2C12 statin | ERAP1 inh | SIRT5 inh
O=C(O)CC/C(=N\Nc1ccc(Cl)cc1)c1cccs1 | -1 | -27 | 5 | 0.0 | -2 | 28 | 0 | 1
C[C@@H]1CN([C@H](C)CO)C(=O)Cc2cc(NS(=O)(=O)c3cccs3)ccc2O[C@@H]1CN(C)S(=O)(=O)c1cccs1 | x | 0 | 3 | -0.4 | x | 23 | x | x

The list continues:
SMILES | Cneo AK release | LGR2 inh | PGC1a acetyl inh | XiGFP reactiv | S100A4 inh HTS | C2C12 statin | ERAP1 inh | SIRT5 inh
O=C(COc1ccccc1F)Nc1cc(S(=O)(=O)N2CCOCC2)ccc1N1CCOCC1 | -1 | -8 | x | -0.1 | 0 | 4 | 0 | 3
COc1ccc(N2CC(C(=O)Nc3cccnc3)CC2=O)cc1 (configuration not stated) | 3 | -5 | -4 | 0.5 | -6 | -1 | 2 | 4
Cn1c(SCC(=O)NC2CCCCC2)nnc1-c1ccccn1 | 0 | 13 | x | 0.0 | -8 | 6 | 0 | -3
C=CCOc1ccc(Br)cc1CNCC | -2 | -7 | 6 | 0.2 | 0 | x | -1 | -23
Cc1[nH]c2ccccc2c1C(=O)C(=O)Nc1ccc2c(c1)OCCO2 | -1 | -18 | 2 | 0.0 | -3 | x | -2 | -1
Cc1ccc(NC(=O)c2cc(-c3cc(Cl)ccc3O)n[nH]2)cc1C | -1 | 5 | 3 | 0.2 | 1 | -2 | 0 | -5
O=C1CCN(Cc2ccc(O)cc2)CCN1[C@H](CO)Cc1ccccc1 | 1 | 1 | 7 | 0.0 | -6 | -2 | x | x
CC(C)NC(=O)N1C[C@@H]2[C@H](c3ccccc31)[C@@H](CO)N2Cc1ccc(Cl)cc1 | -1 | 3 | -7 | 0.2 | -5 | 25 | 0 | -2
COc1ccccc1NC(=O)N[C@H]1CC[C@H](CC(=O)N[C@@H](C)c2ccccc2)O[C@H]1CO | 0 | 2 | 9 | 0.6 | -6 | -3 | 4 | -1
C[C@H]1CN([C@@H](C)CO)C(=O)c2cc(C#CC3CCCCC3)cnc2O[C@H]1CN(C)Cc1cccnc1 | 0 | 1 | 2 | 1.3 | 3 | 7 | -1 | 1

Gathered by group: the entries above with an aryl thioether with sulfur outside any ring (two)
SMILES | Cneo AK release | LGR2 inh | PGC1a acetyl inh | XiGFP reactiv | S100A4 inh HTS | C2C12 statin | ERAP1 inh | SIRT5 inh
O=C(CSc1n[nH]c(=O)n1-c1ccccc1)N1CCOCC1 | 1 | 27 | x | 0.0 | 4 | 5 | 3 | -2
Cn1c(SCC(=O)NC2CCCCC2)nnc1-c1ccccn1 | 0 | 13 | x | 0.0 | -8 | 6 | 0 | -3

(continued)
SMILES | Cneo AK release | LGR2 inh | PGC1a acetyl inh | XiGFP reactiv | S100A4 inh HTS | C2C12 statin | ERAP1 inh | SIRT5 inh
O=C(Nc1ccc(N2CCN(C(=O)c3ccccc3)CC2)cc1)c1cccs1 | 4 | 5 | 7 | 0.0 | -5 | -7 | 5 | -6
O=C(CSc1ncccn1)NCC1CCCO1 (configuration not stated) | -2 | -3 | 10 | 0.0 | -3 | x | 1 | -1
O=S(=O)(c1ccc2c(c1)OCCO2)N1CCNCC1 | 0 | 6 | 6 | 0.3 | -6 | 4 | -2 | -1
O=c1c2cc(C(F)(F)F)ccc2sn1-c1ccccc1 | 4 | -54 | x | -0.1 | -14 | -93 | -2 | -1
O=C(NCCc1ccccn1)c1ccc(OC2CCN(CCc3ccccc3)CC2)cc1 | -1 | -60 | x | 0.0 | 0 | -8 | -5 | 1
COc1ccc(NC(=S)NCc2ccc(S(N)(=O)=O)cc2)c(OC)c1 | x | 6 | x | 0.0 | 5 | x | 2 | -2
O=C(CCCCCNC(=O)N1CCn2c1nc1ccccc12)N[C@H](Cc1ccccc1)C(=O)O | 1 | x | 3 | x | 1 | 4 | 9 | x
CCC(C)N1CC(=O)N2C(c3ccc(OC)cc3OC)c3[nH]c4ccccc4c3C[C@H]2C1=O (some centres not stated) | 10 | -7 | 6 | 0.3 | -5 | 19 | 1 | -4
O=C(O)c1cc(-c2ccccc2)n[nH]1 | 1 | -76 | x | -0.3 | -21 | -1 | -3 | -5
O=[N+]([O-])c1ccc(/C=N/n2cn[nH]c2=S)cc1 | 3 | -3 | -4 | -0.2 | -8 | 3 | 1 | 3
C=C(C)Cn1c(SCC)nc2ccccc2c1=O | -2 | -25 | x | x | 4 | 9 | 1 | -1
CCCOc1ccc(-c2c(C(=O)N/N=C/c3ccncc3)nnn2-c2nonc2N)cc1 | -1 | 7 | x | 0.0 | -3 | 0 | 1 | -2
CCNC(=O)C[C@@H]1CC[C@H]2[C@@H](COc3ccc(NC(=O)c4ccc(F)cc4)cc3C(=O)N2C)O1 | -2 | -7 | 2 | 0.1 | 32 | -22 | 3 | -1
N#Cc1ccc(OCC(=O)OCC(=O)Nc2ccc(N3CCOCC3)cc2)cc1 | x | -5 | x | 0.6 | -4 | x | 0 | -1
C[C@H]1CN([C@@H](C)CO)S(=O)(=O)c2ccc(C#Cc3ccc(F)cc3)cc2O[C@@H]1CN(C)S(=O)(=O)c1ccc(F)cc1 | 0 | 6 | 11 | 0.4 | -1 | 48 | -2 | 24*
Cc1ccccc1NC(=O)Cc1nc(COC(=O)CC(C)c2ccccc2)cs1 (configuration not stated) | -1 | 2 | 4 | 0.0 | 2 | 11 | -5 | -5
CO[C@@H]1CN(C)C(=O)c2cc(NC(C)=O)ccc2OC[C@H](C)N(Cc2ccccc2F)C[C@H]1C | 0 | 4 | -4 | 0.0 | 15 | -10 | 0 | 12
Nc1c(C(=O)NCc2cccs2)nnn1CC(=O)Nc1cccc(Cl)c1 | x | x | x | 0.2 | -1 | x | -3 | -5
COc1ccccc1C(=O)NC(CCSC)C(=O)NCc1ccncc1 (configuration not stated) | 0 | 0 | -2 | 0.5 | -5 | -5 | 4 | -6
CC(C)(C)C(=O)NC1(C(F)(F)F)NC(=O)N(CCc2ccccc2)C1=O (configuration not stated) | 1 | 6 | 6 | 0.0 | -2 | 3 | -4 | -2
COc1ccc(S(=O)(=O)Nc2ccc3c(c2)CC(=O)N([C@@H](C)CO)C[C@H](C)[C@H](CN(C)S(=O)(=O)c2ccc(F)cc2)O3)cc1 | 1 | -5 | 6 | 0.0 | x | 12 | x | x
C[C@H](CO)N1C[C@H](C)[C@@H](CN(C)S(=O)(=O)c2cn(C)cn2)OCCCC[C@H](C)Oc2ccc(NC(=O)Cc3ccccc3)cc2C1=O | -25 | 4 | 9 | -0.9 | x | x | x | x
C[C@@H](NC(=O)C[C@@H]1CC[C@@H]2[C@H](COc3ccc(NC(=O)C4CCOCC4)cc3C(=O)N2C)O1)c1ccccc1 | -2 | -4 | -7 | 0.1 | 18 | -13 | 2 | 0
O=C(c1cc(-c2ccc(Cl)cc2)nc2ccccc12)N1CCOCC1 | -4 | -9 | -7 | 0.0 | -7 | 11 | 2 | -1
Cc1onc(-c2ccccc2Cl)c1C(=O)Nc1cccc(S(=O)(=O)NC2=NCCC2)c1 | x | 11 | x | 0.0 | -8 | x | 1 | -9
CCCN1[C@@H]2c3ccc(-c4ccccc4OC)c(=O)n3C[C@@H]2[C@@H](CO)[C@@H]1C(=O)N1CCCCC1 | -3 | -24 | -22 | 0.2 | 8 | 8 | 6 | 0
O=C(C[C@H]1CC[C@H]2[C@@H](COC[C@H](O)CN2CC2CCOCC2)O1)N1CCOCC1 | 0 | 4 | -3 | 0.4 | -4 | -9 | -1 | 2
COc1cccc(C2c3c(-c4ccccc4O)n[nH]c3C(=O)N2Cc2ccco2)c1 (configuration not stated) | 1 | -8 | 0 | -0.1 | 1 | 11 | -4 | -4

Screening results deposited in PubChem by Broad Institute.
